SRC1 TRFRET art – TR-FRET detection interference compounds, primary screen, artefact control for PPARgamma SRC-1 recruitment agonists, biochemical, TR-FRET emission ratio; AID 1051, 2008; TR-FRET ratio at 8 µM; actives 0.34% (n = 99,000); TR-FRET detection artefact counter-screen; hits give high values; in the data active means TR-FRET ratio above about 2300; further: inactives centre near 1800
SRC3 TRFRET art – TR-FRET detection interference compounds, artefact control for PPARgamma SRC-3 recruitment agonists, biochemical, TR-FRET ratio; TR-FRET artefact counter-screen, PPARgamma/SRC-3 format; hits give high values; TR-FRET ratio at 8 µM; actives 0.39% (n = 99,000); in the data active means TR-FRET ratio above about 2000; further: inactives centre near 1600
Numbers without * were called inactive.

Every second line gives: SRC1 TRFRET art	SRC3 TRFRET art
COc1ccc(N2C(=O)c3ccccc3NC2c2ccc(OC)c(COc3ccccn3)c2)cc1 (stereo unspecified)
 : 2104	1598
CCOC(=O)c1[nH]c(C)c(C(=O)NCc2ccco2)c1C
 : 1715	1640
Cc1ccc(NS(=O)(=O)c2ccc(OCC(N)=O)cc2)cc1
 : 1730	1511
CCCC(=O)Nc1ccc2c(c1)c1ccccc1n2CC
 : 1623	1711
CCOC(=O)C1=C(C)N(CCCCCC(=O)O)C(=O)NC1c1ccccc1OC(=O)c1cccs1 (stereo unspecified)
 : 1678	1657
O=C(Nc1sc2c(c1C(=O)O)CCCCC2)c1ccccc1
 : 1766	1412
CC(c1ccco1)N(C(=O)c1ccc(C(F)(F)F)cc1)c1ccccn1 (stereo unspecified)
 : 1818	1610
O=C(Cn1cc(C(F)(F)F)cc(Cl)c1=O)Nc1cc(S(=O)(=O)N2CCOCC2)ccc1Cl
 : 2128	1890
COc1ccccc1-c1nnc(Nc2nc3c(OC)cccc3s2)o1
 : 2040	1489
O=C(Nc1ccc2c(c1)S(=O)(=O)N=C1CCCCCN12)c1ccccc1Cl
 : 1821	1566
Cc1ccc(S(=O)(=O)Oc2ccccc2/C=C2\SC(=O)NC2=O)cc1
 : 1768	1293
CC(O)CNc1ccc(-c2nn(C)c(=O)c3ccccc23)cc1[N+](=O)[O-] (stereo unspecified)
 : 1849	1422
CN(C)C1N(C(=O)c2ccccc2)N=C2c3ccccc3S(=O)(=O)N21 (stereo unspecified)
 : 1531	1589
CCn1c(SCC(=O)Nc2cc(C)ccc2C)nnc1-c1cnccn1
 : 1769	1500
COc1ccc(NC(=O)c2cc([N+](=O)[O-])ccc2O)cc1
 : 1799	1469
CCN(CC)c1ccc(/C=N/NC(=S)NCc2ccc(OC)cc2)cc1
 : 1663	1651
Cc1ccc(S(=O)(=O)N2CCOCC2)cc1C(=O)Nc1nc2ccccc2[nH]1
 : 1598	1575
Cc1cc(C)cc(N(C(=O)c2sc(C)nc2C)C(C(=O)NC(C)(C)C)c2ccncc2)c1 (stereo unspecified)
 : 1610	1807
O=C(Nc1ccc2nn(-c3ccc(F)cc3)nc2c1)c1cccnc1
 : 1915	1355
COc1cccc(N=C2C(=O)N3CCCc4cccc2c43)c1
 : 1578	1620
COC(=O)c1ccc(OCC(=O)Nc2ccsc2C(=O)OC)cc1
 : 2167	1871
CCOc1ccc(N(CC(=O)NCC2CCCO2)C(=O)CCC(=O)Nc2nccs2)cc1 (stereo unspecified)
 : 1792	1421
C=CCc1c(C)nc(-c2ccccc2)nc1N/N=C(\C)c1ccccc1
 : 2025	1760
O=C(C[n+]1cccc2ccccc21)c1ccccc1
 : 1902	1475
CCN(CC)CCNC(C(=O)Nc1cc(C(F)(F)F)ccc1Cl)c1ccccc1 (stereo unspecified)
 : 1642	1524
O=C(CN1CCN(c2ccccc2O)CC1)Nc1cccnc1Cl
 : 1877	1537
C=CCNC(=S)N/N=C/c1cn(-c2ccccc2)nc1-c1ccc(OC)cc1
 : 1764	1505
CCNC(=O)c1cccc(S(=O)(=O)N2CCCCCC2)c1
 : 1610	1370
Cc1ccc(C)c(S(=O)(=O)N2CCN(C(C)C(=O)Nc3ccccc3-c3ccccc3)CC2)c1 (stereo unspecified)
 : 1783	1632
Cc1c(C(=O)N2CC(C)OC(C)C2)oc2ccccc12 (stereo unspecified)
 : 1662	1413
CCOc1cccc(C(=O)Nc2cccc(C(C)=O)c2)c1
 : 1809	1716
Cc1cccc(C)c1NC(=O)CSc1nnc(C)c(=O)[nH]1
 : 1900	1381
Cc1cccn2c(=O)c3cc(C(N)=S)c(=N)n(CCCN4CCOCC4)c3nc12
 : 1943	1522
COc1ccc(C(=O)NCCN2CCOCC2)c(OC)c1
 : 1735	1618
NC(=O)NC(Cc1ccccc1)C(=O)O (stereo unspecified)
 : 1886	1534
Cc1cccc(NS(=O)(=O)c2ccc3[nH]c(=O)cc(C(=O)O)c3c2)c1
 : 1674	1696
O=C(c1ccc(Cl)cc1)[C@@H]1[C@@H]2C(=O)N(c3ccccc3)C(=O)[C@@H]2C2c3ccccc3C=NN21 (stereo partly specified)
 : 1578	1526
CCOc1ccc(OCC)c(NC(=O)CN2CCN(c3ccc(C)cc3C)CC2)c1
 : 1980	1505
CC(C)N(Cc1nccn1C)C(=O)CC1C(=O)NCCN1Cc1ccccc1C(F)(F)F (stereo unspecified)
 : 1665	1448
Cc1cc(C)nc(SC2CCCCC2NS(=O)(=O)c2ccccc2)n1 (stereo unspecified)
 : 1856	1437

Quoted at random: four compounds from above, in no set order.
Every second line gives: SRC1 TRFRET art	SRC3 TRFRET art
Cc1cccc(NS(=O)(=O)c2ccc3[nH]c(=O)cc(C(=O)O)c3c2)c1
 : 1674	1696
Cc1cccc(C)c1NC(=O)CSc1nnc(C)c(=O)[nH]1
 : 1900	1381
CC(C)N(Cc1nccn1C)C(=O)CC1C(=O)NCCN1Cc1ccccc1C(F)(F)F (stereo unspecified)
 : 1665	1448
CCOc1cccc(C(=O)Nc2cccc(C(C)=O)c2)c1
 : 1809	1716

Four entries from above, set out differently.
Compound | SRC1 TRFRET art | SRC3 TRFRET art
Cc1cccc(NS(=O)(=O)c2ccc3[nH]c(=O)cc(C(=O)O)c3c2)c1 | 1674 | 1696
O=C(c1ccc(Cl)cc1)[C@@H]1[C@@H]2C(=O)N(c3ccccc3)C(=O)[C@@H]2C2c3ccccc3C=NN21 (stereo partly specified) | 1578 | 1526
CCOc1ccc(OCC)c(NC(=O)CN2CCN(c3ccc(C)cc3C)CC2)c1 | 1980 | 1505
CC(C)N(Cc1nccn1C)C(=O)CC1C(=O)NCCN1Cc1ccccc1C(F)(F)F (stereo unspecified) | 1665 | 1448

Additional results follow:
Every second line gives: SRC1 TRFRET art	SRC3 TRFRET art
CCC(=O)Nc1nnc(SCc2cccc(F)c2)s1
 : 1616	1552
Cc1[nH]n(-c2ccccc2)c(=O)c1C=NC1CCCCC1
 : 1709	1612
Cc1ccc(-c2nsc(SCC(=O)NCc3ccc4c(c3)OCO4)n2)cc1
 : 1746	1504
Cc1ccccc1Cn1nnc(-c2ccc(C(=O)O)cc2)n1
 : 1849	1613
CC(/C=C/c1ccccc1F)=N\NC(=O)C(C)C
 : 1946	1506
COc1ccc(NC(=O)CSc2nc3c(c(=O)n2-c2ccccc2)SCC3)c(OC)c1
 : 1616	1377
CSC1=NC(C(Cl)(Cl)Cl)N=C(c2ccccc2)N1 (stereo unspecified)
 : 1767	1498
Cn1cc(CCC(=O)N2CCCC(CCC(=O)NCc3ccccc3F)C2)cn1 (stereo unspecified)
 : 1709	1379
NS(=O)(=O)c1ccc(CCNC(=O)COC(=O)CCc2ccccc2)cc1
 : 1922	1631
Cc1cc(C)cc(OCC(=O)N2Cc3ccccc3CC2C(=O)O)c1 (stereo unspecified)
 : 1800	1408
N#Cc1nnn(Cc2ccccc2)c1N
 : 1768	1588
O=c1c(Cl)c(NCc2ccccc2)cnn1C12CC3CC(CC(C3)C1)C2
 : 1941	1558
COc1ccc(OCCSc2nc(-c3ccccc3)cc(=O)[nH]2)cc1
 : 1870	1510
COc1ccccc1NC(=O)CSc1nnc2ccc(-c3cccnc3)nn12
 : 1798	1487
COc1cccc(-n2c(C)cc(/C=C3/C(=N)N4C(=NC3=O)SN=C4S(C)(=O)=O)c2C)c1
 : 2002	1529
O=C(CSc1ccc(C(F)(F)F)cc1[N+](=O)[O-])NCCOc1ccccc1
 : 1772	1687
CCOc1cc(CNc2ccc(CNc3ncn[nH]3)cc2)ccc1OCc1ccccc1
 : 1779	1410
COc1ccc2c(c1OC)C(=O)OC2C/C(=N\NC(N)=O)c1ccccc1 (stereo unspecified)
 : 1761	1649
CCOc1cc(/C=N/NC(=O)CN2CCCCC2)ccc1OCc1ccc(Cl)cc1
 : 1919	1506
Cc1cc(=O)[nH]c(N/N=C/c2c(C)nn(-c3ccccc3Cl)c2Cl)n1
 : 1680	1535
Cn1c(-c2cccs2)nc2ccccc21
 : 1852	1534
Cc1ccc(OCc2nnnn2-c2ccccc2)cc1
 : 1826	1716
COc1ccc(/C=N/NC(=O)C(=O)/C=C2\NC3(CCCC3)Cc3ccccc32)cc1
 : 1911	1603
O=C(Nc1ccc2c(c1)OCCO2)c1ccccn1
 : 1678	1487
CCOC(=O)C1CCCN(c2oc(-c3ccc(F)cc3)nc2C#N)C1 (stereo unspecified)
 : 1592	1715
COC(=O)c1ccc(-n2cnc3ccccc32)nc1
 : 1737	1532
Cc1ccc(S(=O)(=O)N(C)C)cc1NC(=O)/C=C/c1cccs1
 : 1729	1667
C#Cc1ccc(C(=O)NCc2ccc(N3CCCC3=O)cc2)cc1
 : 1829	1537
O=C(Nc1ccc(F)cc1)Nc1ccc([N+](=O)[O-])cn1
 : 1995	1429
O=C(NCCCN1CCOCC1)c1cccnc1SCc1ccccc1Cl
 : 1932	1385

Exported as comma-separated lines: entries from further up.
Molecule,SRC1 TRFRET art,SRC3 TRFRET art
Cn1c(-c2cccs2)nc2ccccc21,1852,1534
C=CCc1c(C)nc(-c2ccccc2)nc1N/N=C(\C)c1ccccc1,2025,1760

Following part.
Every second line gives: SRC1 TRFRET art	SRC3 TRFRET art
C=CCn1c(C)cc(C2=NNC(=Nc3ccc(C)cc3)SC2)c1C
 : 1985	1688
CCOc1cc(S(=O)(=O)N2CCC(Cc3ccccc3)CC2)c(OCC)cc1-n1cnnn1
 : 1743	1305
Cc1ccc(S(=O)(=O)N2CCOC2CNC(=O)C(=O)NCCc2c[nH]c3ccccc23)cc1 (stereo unspecified)
 : 1829	1433
CC(O)c1nc2ccccc2n1Cc1ccc([N+](=O)[O-])cc1 (stereo unspecified)
 : 1776	1604
CN(C)[C@@H]1C(=O)C(C(N)=O)=C(O)[C@@]2(O)C(=O)C3=C(O)c4c(O)ccc(Cl)c4[C@@H](O)[C@H]3C[C@@H]12
 : 1949	1661
Cc1ccc(Nc2c(-c3ccccn3)nc3ccc(C)cn23)cc1
 : 2039	1574
O=C(NCC1CCCO1)/C(=C/c1ccccc1)NC(=O)c1ccccc1 (stereo unspecified)
 : 1580	1529
CCCOc1ccc(N2C(=O)CC(SCc3nc4ccccc4[nH]3)C2=O)cc1 (stereo unspecified)
 : 1807	1767
O=C(/N=C1/c2ccccc2CN1c1ccccc1)Nc1ccccc1
 : 1674	1616
COc1ccc2c(CC#N)c[nH]c2c1
 : 1751	1579
O=C(CN1CCN(c2nc(-c3ccccc3)cs2)CC1)NNC(=O)c1ccco1
 : 2022	1668
Fc1ccccc1NC(=S)N1CCC(c2ccccc2)C1 (stereo unspecified)
 : 1906	1250
COc1cc(CN(C2CCCCC2C)S(=O)(=O)c2ccc(S(=O)(=O)NC3CC3)cc2)cc(OC)c1OC (stereo unspecified)
 : 1832	1587
COc1ccc(OCCC(=O)NC2CCCCC2)cc1
 : 1874	1715
Cc1ccc(C(=O)N2CC(C)SC2=Nc2cccc(S(=O)(=O)N(C)C)c2)cc1 (stereo unspecified)
 : 1686	1395
COc1cccc(CNCC(=O)Nc2ccc(N3CCOCC3)cc2)c1
 : 2025	1359
CC(NC(=O)Cc1ccccc1F)c1ccc(F)cc1 (stereo unspecified)
 : 1748	1788
CCCCNC(=O)CCC(=O)NNc1nc2ccccc2c2nc(C)nn12
 : 1884	1639
Nc1nc2nc(-c3ccc(F)cc3)cc(C(F)(F)F)n2n1
 : 1863	1586
Cc1cc(Nc2ccc(C)c(Br)c2)n2nc(C)nc2n1
 : 2013	1732
COc1cccc(CNC(=O)CCC2CCCN(C(=O)c3cc(C4CC4)[nH]n3)C2)c1 (stereo unspecified)
 : 1511	1512
O=C1c2ccccc2C(=O)N1CCCCSc1nc2ccccc2c(=O)n1CCCN1CCOCC1
 : 2188	1483
Cc1ccc(/C=N/NC(=O)c2cccc(S(=O)(=O)Nc3cccc(Cl)c3)c2)o1
 : 1876	1725
CCCCn1nnc(NC(=S)NC(=O)c2cccs2)n1
 : 1860	1794
O=C(COC(=O)CC1CCCC1)Nc1ccc(OC(F)F)cc1
 : 1920	1523
CCOC(=O)Cc1nnc(NC(=O)CSc2nnc3c4ccccc4n(C(C)C)c3n2)s1
 : 1981	1627
CCOC(=O)C1C(c2cccnc2)NC(=O)NC1(O)C(F)(F)F (stereo unspecified)
 : 1856	1593
CCOc1cc(/C=N/NC(=O)c2ccncc2)ccc1OS(C)(=O)=O
 : 1783	1734
COC(=O)C1=C(C)N(c2ccc(Cl)cc2)/C(=C/c2cccs2)C1=O
 : 1990	1708
COCCSc1nnc(NC(=O)c2ccc(OC)c([N+](=O)[O-])c2)s1
 : 1932	1579
CSCCC(NS(=O)(=O)c1ccc(Cl)cc1)C(=O)OCc1cccc(Cl)c1 (stereo unspecified)
 : 1870	1599
O=C(CCC(=O)NCCO)NCCO
 : 1970	1765
CCn1c(O)c(/C=N/NC(=O)c2ccncc2)c(=O)n(CC)c1=S
 : 1972	1583
COc1ccc(C2CC(=O)N(CCCN(C)CCc3ccc(OC)c(OC)c3)C2)cc1 (stereo unspecified)
 : 1604	1529
CC(C)c1ccccc1NC(=O)C1CN(S(=O)(=O)c2ccccc2)CCN1S(=O)(=O)c1ccccc1 (stereo unspecified)
 : 1509	1431
CC(C)C(NC(=O)c1ccc2c(c1)OCO2)C(=O)N/N=C/c1cccs1 (stereo unspecified)
 : 1701	1503
Cc1ccc(N(C(=O)CS(=O)CC(=O)Nc2ccc(F)cc2)C(C(=O)NC2CCCCC2)c2ccco2)cc1 (stereo unspecified)
 : 1632	1610
c1ccc2cc(CSCc3nc4ccccc4[nH]3)ccc2c1
 : 1666	1759
CCOc1ccc2nc(SC3CC(=O)N(c4cccc(OC)c4)C3=O)sc2c1 (stereo unspecified)
 : 1747	1714
O=c1cc(/N=C/c2coc3c(ccc4ccccc43)c2=O)[nH]c(=S)[nH]1
 : 2303	1729
Cc1ccccc1NC(=S)N1CCC(NC(=O)c2ccco2)CC1
 : 1694	1344
O=[N+]([O-])/C=C1/CCCCCN1
 : 1658	1504
CC(C)CC1C(C#N)=C(N)OC2=C1C(=O)CC(c1ccccc1)C2 (stereo unspecified)
 : 1538	1692
CCN(CC(=O)Nc1sc2c(c1C#N)CCCC2)CC(=O)NC1CCS(=O)(=O)C1 (stereo unspecified)
 : 1691	1492

A portion of the library; rates above refer to the full screens.
